# FBPA coupling cs – qHTS Assay for Inhibitors of Fructose-1,6-bisphosphate Aldolase from Giardia Lamblia: Coupling assay counterscreen; coupling enzyme system counterscreen, AmpLite Red fluorescence; activity change, negative = inhibition, % at 58.2 µM, hits read low; 290,000 tested, 0.67% active; AID 2472, 2010; in the data active = activity change below about -30%
#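 Coupling enzymes only (glyceraldehyde-3-phosphate) + compound, at 57.5 uM final, 10 min RT; add substrate/coupling/AmpLite Red mix, 20 min RT; fluorescence ex 525/em 598 nm. Actives flag coupling-system interference.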
# Eya2 phos inh – qHTS Assay for Inhibitors of the Phosphatase Activity of Eya2 | recombinant Eya2, OMFP fluorescence dephosphorylation (OMFP is methylfluorescein phosphate) | Potency, µM (titrated, usually from 76.9 µM), for inactives: top-dose activity, negative = inhibition, hits mostly inhibitors | 330,000 tested, 0.006% active; note: potency is the fitted concentration of half-maximal effect
#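 Eya2 protein (added as 0.2 uM solution) was preincubated with compound for 10 min at ambient temperature in 50 mM HEPES pH 7.5, 50 mM NaCl, 5 uM MgCl2, 0.05% BSA, 1 mM DTT. OMFP (added at 50 uM) then reacted 10 min; fluorescence read at 485/525 nm.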
# hERG WT inh – qHTS for Inhibitors of KCHN2 3.1: Wildtype qHTS; Voltage-gated inwardly rectifying potassium channel KCNH2 (Homo sapiens), Q12809; U2OS, BacMam KCNH2, thallium flux FluxOr; stronger effect = lower value; activity change, % at 1.84 µM; 340,000 tested, 0.37% active; AID 720551, 2013;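 active = maximum activity change below -70%; inconclusive = maximum activity change between -70% and -50%; inactive = maximum activity change above -50%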
#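 U2OS cells were transduced with wild-type KCNH2 virus (2.03 x 10^8 / mL) for 4 h at room temperature, then cultured overnight at 37 C. Thallium flux was read with FluxOr dye. Rate constants were normalized to DMSO controls.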
# Giardia kill – Small Molecules that selectively kill Giardia lamblia: qHTS | Giardia lamblia trophozoite viability | activity change, % at 7.66 µM, hits read low | 340,000 tested, 0.15% active | AID 540267, 2011; in the data active = activity change below about -80%; inconclusive = between about -30% and that limit;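 note: parasites exposed to compound for two days anaerobically before the ATP read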
#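 Compounds were tested on trophozoites seeded at 100 cells/well and held 48 hrs at 37 deg C anaerobically. An ATP-based luminescent kit measured the remaining live cells.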
# BCR signal inh – qHTS Assay to Find Inhibitors of Chronic Active B-Cell Receptor Signaling | ABC-DLBCL IkBa-CBG/CBR reporter, luminescence ratio, 4 h | Potency, µM (highest dose often 46.1 µM), for inactives: at the top dose ratio change, negative = lower green/red ratio, actives largely listed as inhibitors | 340,000 tested, 0.05% active; active = well fitted inhibition curve with a large enough effect in the signal ratio, with a control signal flat, not every such curve was filed as active; inconclusive = small, poorly fitted or top-dose-only effect, or effect the other way, or a change in a side signal; the % refers to the signal ratio;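 note: potency is the fitted concentration of half-maximal effect; plate controls were basal doxycycline-induced cells for no effect and cells given 10 µM MG132 for full effect; MG132 reads +100%, hits lower the ratio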
#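 TMD8 human ABC-DLBCL cells with doxycycline-inducible IκBα–green luciferase fusion and unfused red luciferase, in 0.5% FBS medium; compounds up to 46 uM, 4 h at 37C. Green/red luminescence ratio, filter-overlap corrected, fitted to concentration-response curves.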
# uPA surface inh – qHTS for Inhibitors of Cell Surface uPA Generation | 330,000 tested, 0.31% active | cell surface uPA generation assay, qHTS | Potency, µM (titrated, usually from 38.3 µM), without a hit: at the highest dose activity change, negative = inhibition, usual class: inhibitors; active = well fitted inhibition curve with a large enough effect; inconclusive = small, poorly fitted or top-dose-only effect; inactive = no such curve, though single readings can be large or run the other way; tested in mouse RAW 264.7 cells; note: potency is the fitted concentration of half-maximal effect; nearly all actives have a fitted effect of over 55% in size
# KCNH2 3.1 block – qHTS for Inhibitors of KCHN2 3.1: Mutant qHTS. Potassium voltage-gated channel subfamily H member 2, brain isoform KCNH2 3.1 (human). U2OS KCNH2 3.1, thallium flux FluxOr; stronger effect = lower value. activity change, % (tested at about 1.8 µM). 340,000 tested, 0.95% active. AID 720553, 2013;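 active = maximum activity change below -70%; inconclusive = maximum activity change from -70% to -50%; inactive = maximum activity change above -50%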;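 note: thallium influx rate constant from kinetic fluorescence after stimulation buffer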
#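 Normalized rate constant (relative to positive and negative DMSO controls) derived from a 2 min kinetic fluorescence read after stimulation; U2OS cells expressing the 3.1 isoform via virus at 1.77 x 10^8 /mL.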
# B2AR arrestin – qHTS assay of beta-arrestin-biased ligands of beta2-adrenergic receptor | beta-arrestin recruitment to beta2AR, cell-based reporter | Beta-2 adrenergic receptor (Homo sapiens), P07550 | 330,000 tested, 0.02% active | Potency, µM (highest dose often 46.1 µM), for the others: top-dose activation, usual class: activators;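 note: potency is the fitted concentration of half-maximal effect; 0% = DMSO controls and full agonism = EC100 isoproterenol or metaproterenol; nearly all actives have a fitted effect of over 65% in size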
# USP2a block – qHTS Assay for Inhibitors of Ubiquitin-specific Protease USP2a Using CHOP2 as the Reporter; Potency, µM (series often up to 38.3 µM), inactives show at the highest dose activity change, negative = inhibition, usual class: inhibitors; Ubiquitin carboxyl-terminal hydrolase 2 (Homo sapiens), O75604; USP2 core, Ub-CHOP2 coupled fluorogenic reporter, 485/531; 330,000 tested, 0.01% active;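 note: potency is the fitted concentration of half-maximal effect; plate controls were DMSO wells for no effect and full inhibition by NEM control for full effect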
# Target sequence (O75604 whole entry, looked up): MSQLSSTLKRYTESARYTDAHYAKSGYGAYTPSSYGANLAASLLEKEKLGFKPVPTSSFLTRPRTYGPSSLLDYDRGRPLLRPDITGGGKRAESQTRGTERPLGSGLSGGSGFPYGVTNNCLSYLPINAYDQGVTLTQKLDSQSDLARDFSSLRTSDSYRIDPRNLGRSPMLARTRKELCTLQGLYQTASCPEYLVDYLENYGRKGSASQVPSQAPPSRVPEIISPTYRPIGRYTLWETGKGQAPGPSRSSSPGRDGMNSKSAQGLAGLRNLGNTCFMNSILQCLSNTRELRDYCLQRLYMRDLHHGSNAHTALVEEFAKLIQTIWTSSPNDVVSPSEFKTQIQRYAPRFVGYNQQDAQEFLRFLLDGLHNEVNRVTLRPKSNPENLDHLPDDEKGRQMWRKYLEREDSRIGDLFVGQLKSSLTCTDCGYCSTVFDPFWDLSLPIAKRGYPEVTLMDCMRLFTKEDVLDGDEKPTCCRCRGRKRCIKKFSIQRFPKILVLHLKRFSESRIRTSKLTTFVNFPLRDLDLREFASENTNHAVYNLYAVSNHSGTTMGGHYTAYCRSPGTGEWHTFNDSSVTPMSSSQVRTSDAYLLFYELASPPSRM
#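 Deubiquitinase activity read as fluorescence (485/531 nm) after Ub-CHOP2 cleavage activates the enterokinase reporter on its substrate; USP2 core 10nM, Ub-CHOP2 and substrate 25nM each, 30min compound preincubation then 60min RT; data normalized to NEM, curves fitted.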
# GALK inh – qHTS Assay for Inhibitors of Human Galactokinase (GALK). Potency, µM (top dose mostly 57.5 µM), for inactives: at the top dose activity change, negative = inhibition, usual class: inhibitors. Purified GALK, Kinase-Glo residual ATP luminescence. AID 1868, 2009. P51570. 270,000 tested, 0.007% active; note: potency is the fitted concentration of half-maximal effect
# Target sequence (P51570 whole entry, looked up): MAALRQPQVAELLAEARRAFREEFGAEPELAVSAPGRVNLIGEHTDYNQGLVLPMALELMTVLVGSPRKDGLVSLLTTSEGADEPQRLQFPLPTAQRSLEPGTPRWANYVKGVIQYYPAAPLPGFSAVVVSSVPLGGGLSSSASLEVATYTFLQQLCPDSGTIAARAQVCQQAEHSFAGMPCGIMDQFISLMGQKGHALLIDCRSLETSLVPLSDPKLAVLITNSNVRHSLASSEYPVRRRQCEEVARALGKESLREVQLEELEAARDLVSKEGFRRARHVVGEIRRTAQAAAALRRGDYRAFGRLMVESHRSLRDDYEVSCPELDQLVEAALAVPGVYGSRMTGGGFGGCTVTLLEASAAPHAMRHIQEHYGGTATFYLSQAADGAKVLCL
#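 Human GALK (5 nM) with 35 uM ATP and 100 uM galactose in 20 mM HEPES pH 8.0, 5 mM MgCl2, 60 mM NaCl, 1 mM DTT, 0.01% BSA. After 1 h at room temperature, leftover ATP was read by Kinase-Glo Plus luminescence.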
# PKM2 activator – qHTS Assay for Activators of Human Muscle isoform 2 Pyruvate Kinase; Potency, µM (doses to about 57.5 µM), for the others: top-dose activation, actives largely listed as activators; purified PKM2, Kinase-Glo ATP luminescence, activation; response scale: 0% is enzyme alone, no compound; 260,000 tested, 0.34% active; note: potency is the fitted concentration of half-maximal effect; nearly all actives have a fitted effect of over 55% in size
#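 Purified hPK-M2 (>95% pure) converted ADP (0.1 mM final) to ATP with 0.5 mM PEP in 50 mM imidazole pH7.2, KCl, MgCl2, Tween 20, BSA; 1 h at room temperature. ATP detected by Kinase-Glo luminescence.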
# An asterisk follows results filed as active; ? = inconclusive; · = no result given; [ ] = dose if it differs, or a comment. Unless noted, calls come from the whole dose curve; as a rule, active = well fitted curve in the direction sought with a large enough effect; inconclusive = small, poorly fitted or top-dose-only effect, or another doubt; inactive = no such curve, though single readings can be large; an effect the other way counts as inactive or inconclusive. Unless noted, % is set by controls: 0 for no effect and ±100 for the full control effect.
# Results follow in this order: FBPA coupling cs	Eya2 phos inh	hERG WT inh	Giardia kill	BCR signal inh	uPA surface inh	KCNH2 3.1 block	B2AR arrestin	USP2a block	GALK inh	PKM2 activator
1	O=C(OCc1ccc([N+](=O)[O-])cc1)C1CC(=O)N(Cc2ccccc2)C1 (configuration not stated)
→ ·	-1%	4	0	1%	3%	-5	0.1%	1%	·	·
2	S=C(NCC(c1cccnc1)N1CCOCC1)NC1CCCCC1 (configuration not stated)
→ -1	-4%	-10	-12	-16%	-3%	·	-0.3%	0%	0%	-5%
3	CSc1ccccc1C(=O)NCC(c1ccco1)N1CCCCC1 (configuration not stated)
→ 0	-3%	-14	12	5%	2%	-10	0.1%	1%	-1%	2%
4	Cc1oc(-c2cccs2)nc1CSCC(=O)NC1CC1
→ 2	14%	-2	-11	-2%	4%	1	0.3%	3%	3%	5%
5	O=S(=O)([N-]c1nc2ccccc2nc1-[n+]1ccc(Cc2ccccc2)cc1)c1ccc(Br)s1
→ -25	1%	8	-6	?	-10%	3	0.1%	2%	-6%	2%
6	CCN(CC)S(=O)(=O)c1cccc(C(=O)NC(Cc2c[nH]c3ccccc23)c2nnc3n2CCCCC3)c1 (configuration not stated)
→ ·	2%	1	-14	-5%	·	4	-0.4%	3%	-3%	-1%
7	Cc1ccc(-c2nc(C(Cl)Cl)c3ccccc3n2)cc1
→ 1	-2%	·	10	?	1µM*	5	0.1%	-1%	·	-1%
8	CCCN(CC(=O)Nc1ccccc1C)C(=O)CCCc1c[nH]c2ccccc12
→ ·	-6%	-4	-8	-4%	5%	17	0.0%	2%	·	·
9	O=C(O)CCC(=O)NCc1ccc(F)cc1
→ 4	2%	-1	17	?	·	5	0.2%	1%	1%	0%
10	CN(C(=O)c1cccc(NC(=O)Cc2cccc([N+](=O)[O-])c2)c1)C1CCCC1
→ ·	-4%	·	1	?	19%	·	0.1%	-1%	·	·
11	O=C(CSc1nncn1-c1ccccc1)NC1CCCc2ccccc21 (configuration not stated)
→ 3	4%	-11	-7	-2%	2%	-1	-0.2%	2%	-1%	-16%
12	COc1ccc(S(=O)(=O)n2c([N+](=O)[O-])cnc2C)c(C)c1C
→ 7	-1%	9	-13	6%	0%	17	-0.4%	-1%	5%	1%
13	COc1cc(C(C2=C(O)CC(C)(C)CC2=O)C2C(=O)CC(C)(C)CC2=O)cc(OC)c1OC (configuration not stated)
→ 0	5%	6	4	9%	-2%	6	-0.2%	0%	5%	-6%
14	COc1ccc(Cc2nc(-c3ccc(Br)cc3)no2)cc1
→ 0	-29%	14	-18	9%	14%	-1	-0.9%	4%	4%	3%
15	O=S(=O)(NCCO)c1ccc2c(c1)Cc1cc(S(=O)(=O)NCCO)ccc1-2
→ 5	-5%	0	2	?	2%	7	0.2%	-1%	4%	·
16	COc1ccc(OC)c(NC(=O)CCC(=O)Nc2nnc(C(C)C)s2)c1
→ ·	-1%	-16	28	-1%	2%	-7	-0.8%	2%	-5%	·
17	CCCCn1c(N)c(N(CCOC)C(=O)CSc2n[nH]c(-c3ccc(OC)cc3)n2)c(=O)[nH]c1=O
→ ·	0%	15	6	0%	2%	-2	-0.4%	1%	-3%	-8%
18	Cc1ccc2[nH]c(=O)c(CN(CCc3ccccc3)C(=O)N3CCOCC3)cc2c1
→ 0	9%	-3	-8	1%	2%	-5	-0.3%	-3%	6%	7%
19	Cc1ccc(Nc2ncnc3c2cnn3C)cc1
→ 0	11%	-7	-12	0%	5%	-4	0.3%	3%	0%	3%
20	Cc1c(Cl)c([N+](=O)[O-])nn1Cc1ccc(C(=O)N/N=C\c2ccccn2)o1
→ -1	5%	1	1	-14%	-18%	-6	0.1%	-1%	2%	-1%
21	O=S(=O)(c1ccc2ccccc2c1)N1CCN(C2Cc3ccccc3C2)CC1
→ 1	0%	6	-13	-1%	-1%	2	3.2%	-3%	·	-1%
22	COc1cccc2sc(N(C)c3ccccc3)nc12
→ -3	-3%	3	-25	-17%	-11%	8	0.5%	1%	3%	-28%
23	COc1cc(C(=O)Nc2cc3c(cc2N2CCCCC2)n(C)c(=O)n3C)cc(OC)c1OC
→ 2	-3%	1	-11	-8%	6%	25	-0.7%	-4%	-1%	·
24	CC(=O)Nc1ccc(NS(=O)(=O)c2ccc(Cl)c(C(=O)O)c2)cc1
→ 1	-4%	-4	6	1%	·	20	-0.2%	3%	1%	-3%
25	CCN(CC)CCCN(Cc1cc2cc3c(cc2[nH]c1=O)OCO3)C(=S)Nc1ccc(OC)cc1
→ 1	-3%	-1	32[activator]	-9%	-8%	3	-1.3%	5%	3%	-3%
26	CCCCCC(=O)C(=O)c1ccc(O)cc1O
→ 10	14%	6	-4	-2%	9%	-5	-0.6%	-5%	-3%	0%
27	COCCNC(=O)/C(C#N)=C/c1c(N2CCCCCC2)nc2ccccn2c1=O
→ 2	-8%	3	-6	6%	18%	0	-0.1%	2%	·	·
28	O=C(N1CCOCC1)n1cnc2ccccc21
→ 1	10%	-18	3	1%	3%	-1	0.5%	2%	-3%	0%
29	COc1cc(C)c(S(=O)(=O)NOCc2ccc([N+](=O)[O-])cc2)c(C)c1C
→ 1	-5%	3	-22	-1%	-3%	7	0.0%	-1%	-6%	0%
30	Clc1cccc(Oc2cnns2)c1Cl
→ 5	1%	5	-8	-3%	2%	0	-0.1%	3%	4%	-4%
31	COc1ccc(O)c(C(=O)c2cnc3c(c2)c(C)nn3CCO)c1
→ 0	9%	-5	-5	-10%	0%	-7	0.4%	0%	0%	3%
32	COc1ccc(OC)c(-n2cnc3cc(C(=O)O)ccc32)c1
→ 9	0%	8	-6	0%	-6%	24	-0.5%	-4%	1%	-3%
33	O=C(COC(=O)C(Cc1ccccc1)NC(=O)c1cccs1)NCc1ccccc1 (configuration not stated)
→ ·	-29%	6	8	?	-2%	-1	-0.2%	1%	·	·
34	O=S(=O)(c1ccc(F)cc1)N1CCN(CCc2ccccc2)CC1
→ 1	-10%	-5	-7	7%	1%	7	-3.1%	1%	0%	0%
35	Cc1cc2c3c(c1)C1(SCC(=O)N1c1ccc(F)cc1)C(=O)N3C(C)(C)CC2C (configuration not stated)
→ 2	-2%	1	10	23%	·	-19	-0.1%	1%	1%	-5%
36	Cc1ccc(C)c(NC(=O)Cn2ccn(-c3ccc4c(c3)OCO4)c(=O)c2=O)c1
→ ·	-4%	-15	-13	-1%	0%	-16	-0.2%	0%	·	·
37	CCOC(=O)CNC(=O)C1c2ccccc2C(=O)N(c2ccc(OC)cc2)C1c1ccc(OC)cc1 (configuration not stated)
→ 4	-5%	-8	24	?	-4%	8	2.7%	1%	1%	6%
38	COC(=O)c1ccc(Cn2nc(-c3ccccc3)ccc2=O)cc1
→ 0	13%	-8	-23	-5%	8%	-19	-0.7%	-1%	·	·
39	Cc1ccccc1Cc1c(C)nc2c(C(=O)NCc3ccco3)cnn2c1C
→ 7	-9%	9	18	?	·	2	6.7%	-11%	-1%	6%
40	Clc1ccc(Cl)c(-c2nn3c(COc4ccccc4)nnc3s2)c1
→ 8	-9%	0	16	1%	·	1	-0.1%	0%	-3%	-16%
41	CCOc1cccc(C(=O)N2CCCN(C)CC2)c1
→ -2	-17%	-11	-20	4%	22%	4	-0.3%	2%	-3%	1%[11.5 µM]
42	COC(=O)c1ccc(C(=O)OC)c(NC(=O)Oc2ccccc2)c1
→ -2	1%	-7	2	-7%	2%	6	-0.2%	2%	3%	-8%
43	Cc1ccc2nc(NC(=O)c3cc(-c4ccco4)nc4ccccc34)sc2c1
→ 2	8%	-5	0	5%	1%	-20	0.1%	0%	1%	-7%
44	COc1cccc(-c2sc3ccc(OC)cc3c2-c2ccc(C(N)=O)cc2)c1
→ ·	-4%	-15	-17	-5%	-7%	2	0.0%	-2%	·	·
45	COC(=O)C1=CN(CC2CCCO2)C=C(C(=O)OC)C1c1ccsc1 (configuration not stated)
→ 1	-16%	11	-8	1%	-5%	-2	-1.1%	0%	3%	-2%
46	C/C(=N\NC(=O)c1cccs1)c1ccc(C(=O)O)s1
→ 1	-3%	-14	-8	?	-24%	-4	0.2%	-2%	4%	-1%

# From PubChem
